Bioassay records from PubChem BioAssay.
dFosB act: enhances mouse delta FosB homodimer DNA binding. P13346. purified delta FosB, TAMRA-CDK5 oligo fluorescence polarization; percent of positive-control signal above neutral wells. activation, % at 25 µM. 340,000 tested, 0.99% active. AID 493131;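 active = mean activation above about 17%, with every replicate also reaching it, limit read from the data, passing the limit was not always enough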;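 note: fluorescence polarization rise as delta FosB binds a TAMRA Cdk5 AP-1 oligo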
Target sequence (P13346 whole entry, looked up): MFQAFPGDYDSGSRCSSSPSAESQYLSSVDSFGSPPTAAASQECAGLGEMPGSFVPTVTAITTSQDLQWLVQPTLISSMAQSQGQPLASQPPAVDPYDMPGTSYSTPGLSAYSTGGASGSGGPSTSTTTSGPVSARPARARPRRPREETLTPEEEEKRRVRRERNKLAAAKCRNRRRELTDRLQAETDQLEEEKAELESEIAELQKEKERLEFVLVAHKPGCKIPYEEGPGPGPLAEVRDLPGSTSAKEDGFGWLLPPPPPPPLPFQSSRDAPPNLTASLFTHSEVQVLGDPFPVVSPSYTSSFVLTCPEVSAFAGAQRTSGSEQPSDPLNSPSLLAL
CAL PDZ FP-1: blocks peptide binding to human CAL PDZ domain. Q9HD26. purified CAL PDZ, TMR-peptide fluorescence polarization, 1 h. inhibition, % at 20 µM. 330,000 tested, 0.02% active. AID 504414;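 active = highest replicate inhibition of at least 40%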;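 note: plate controls were DMSO neutral control wells for no effect and unlabeled competitor peptide control wells for full effect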
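System: purified tagged CAL PDZ domain construct (CerCALP). Schedule: 1 h incubation at room temperature before polarization reading. Medium: 25 mM sodium phosphate pH 7.4, 150 mM NaCl, TCEP, IgG, Thesit. Read-out: percent inhibition from loss of millipolarization. Measured by: FP readout, S and P plane fluorescence. Probe or stimulus: fluorescent TMR peptide probe.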
Wnt bcat act: activates Wnt/beta-catenin signaling in a reporter cell assay; activation, % at 9.35 µM; activator, plate reader; 300,000 tested, 1.2% active; in the data active = activation above about 30%, passing the limit was not always enough;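 note: 0% = neutral control wells and 100% = positive control wells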
MITF TRPM1 HTS: MITF TRPM1 promoter activation in melanoma cells; SK-MEL-5 TRPM1-promoter luciferase, 24 h; % of positive control, neutral wells = 0; activation, % at 12.5 µM; 300,000 tested, 0.75% active;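 active = mean activation of at least 80% with every replicate also reaching 80%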;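 note: 0% = neutral control wells and 100% = parthenolide positive control wells; values of inactives mirror those of a sister screen read the other way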
RTF Ca sens act: cardiac RTF calcium sensitization. P19429+P45379. IANBD-labeled TnC RTF fluorescence at EC20 calcium; 0% EC20 calcium, 100% full calcium. activation, % at 7.2 µM. 340,000 tested, 0.24% active;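 active = activation above the mean over all tested compounds plus 3 SD, cut at about 30% in these data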;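 note: rise in fluorescence read as greater calcium sensitivity of cardiac thin filaments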
Tat export inh: blocks Tat-dependent protein export in E. coli; AID 488895; 340,000 tested, 0.036% active; inhibition, % at 10 µM; E. coli MC4100 TorA-mCherry Tat export, fluorescence;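 active = mean replicate inhibition at least 50% and at least half of replicates individually reaching 50%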;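 note: exported cargo escapes ClpAP degradation while cytoplasmic cargo is degraded and loses fluorescence; 0% = median of neutral control wells and 100% = median of NaSCN control wells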
V-ATPase pHluor: yeast V-ATPase proton transport regulation by pHLuorin. S. cerevisiae, pHLuorin cytosolic pH fluorescence. response, % at 10 µM. 350,000 tested, 0.37% active. AID 504577; in the data active = response mostly above about 7.3%, no sharp cut-off; inactive = mostly below about 5.4%; note: actives read high; inactives centre near 0; some compounds called inactive have numbers as strong as hits; reference of the scale not given here
CAL PDZ FP-2: inhibitors of human CAL PDZ peptide binding; 300,000 tested, 0.92% active; purified CAL PDZ, TMR-peptide fluorescence polarization, 1 h; AID 602252; inhibition, % at 24.9 µM; Q9HD26;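 active = mean inhibition of at least 30% with at least half of replicates also reaching 30%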;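 note: 0% = DMSO neutral control and 100% = excess unlabeled competitor peptide PRC23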
Rtt109 Vps75: inhibitors of Candida albicans Rtt109/Vps75 histone acetyltransferase. purified Rtt109/Vps75, ThioGlo CoA-SH fluorescence, 4 h. inhibition, % at 34.9 µM. 330,000 tested, 0.16% active. AID 540336;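 active = inhibition of at least 50% in every replicate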
Target sequence (Q5AAJ8 whole entry, looked up): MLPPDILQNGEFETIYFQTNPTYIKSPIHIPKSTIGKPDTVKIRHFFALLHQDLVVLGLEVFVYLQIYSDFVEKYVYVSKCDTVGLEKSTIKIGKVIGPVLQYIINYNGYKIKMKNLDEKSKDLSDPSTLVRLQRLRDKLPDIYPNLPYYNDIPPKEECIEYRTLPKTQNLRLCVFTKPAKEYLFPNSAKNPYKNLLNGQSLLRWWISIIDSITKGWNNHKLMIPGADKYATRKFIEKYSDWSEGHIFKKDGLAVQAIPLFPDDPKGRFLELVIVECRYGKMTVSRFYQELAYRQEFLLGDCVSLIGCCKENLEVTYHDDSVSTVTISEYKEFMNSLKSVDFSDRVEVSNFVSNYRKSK
CDK5 inh: blocks human CDK5/p35 kinase activity; Recombinant CDK5/p35, ADP-Glo luminescence, 60 min; 330,000 tested, 0.01% active; AID 488839; Q00535+Q15078; inhibition, % at 10 µM;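 active = highest replicate inhibition of at least 50% and at least 75% of replicates reaching 50%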;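 note: plate controls were DMSO neutral control for no effect and GW8510 at 10 µM for full effect; many of its hits are not listed in these tables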
The depositor's hits bear a star; . = no result given.

SMILES	dFosB act	CAL PDZ FP-1	Wnt bcat act	MITF TRPM1 HTS	RTF Ca sens act	Tat export inh	V-ATPase pHluor	CAL PDZ FP-2	Rtt109 Vps75	CDK5 inh
O=C1NC[C@@H](c2ccccc2)OC(=O)[C@H](Cc2ccc(F)cc2)C/C=C\C[C@@H]1CC(=O)N(CCO)Cc1ccccc1	-3	-1.3	7	13	8	9	-3	6	16	1.0
C/C(=N\NC(=O)C1CC1)c1cccs1	-2	-0.1	-3	-4	-2	-1	3	-1	11	0.5
CCCSc1ncc(Cl)c(C(=O)Nc2ccc(S(=O)(=O)Nc3ncccn3)cc2)n1	10	-1.2	2	-8	-3	-6	0	3	-5	1.4
CCC1(c2ccc(Cl)cc2)NC(=S)N(c2ccc(C)cc2)N1 (stereo unspecified)	-6	-1.7	.	39	-5	12	2	0	30	-0.1
COC(CNC(=O)c1ccc2c(c1)nc(C)n2-c1ccc(F)c(F)c1)OC	-6	-3.7	.	-14	0	3	-3	-2	-14	-3.1
CC(C)OCCCNC(=O)C1CCN(S(=O)(=O)N2CCCC2)CC1	-2	-2.9	-2	-10	1	2	-1	-2	-4	3.1
O=C1CC(c2ccccc2)CN1C(=O)c1cccnc1 (stereo unspecified)	-7	-0.4	-1	-5	7	23	4	-4	-8	-8.1
CCS(=O)(=O)c1ccc2oc(SCC(=O)NC(C)C3CC4CCC3C4)nc2c1 (stereo unspecified)	-9	-0.4	.	-2	-1	16	-4	-3	11	-1.6
O=C1c2ccccc2NC(c2ccc(F)cc2)N1Cc1ccco1 (stereo unspecified)	-11	-1.4	-2	-7	2	10	2	1	45	0.7
O=C(Nc1ccc2c(c1)OCO2)c1ccc(COc2ccc3c(c2)CCC3)o1	-10	-2.1	.	26	-17	5	1	-1	-17	-0.6
CCCCNCCOCCOc1ccccc1-c1ccccc1	-6	-1.1	-6	0	-4	-7	5	-2	5	0.4
CCC(C(=O)NCc1cccs1)n1nc(C)n2c(cc3occc32)c1=O (stereo unspecified)	-9	-0.7	2	10	-2	-4	0	.	3	-0.3
Brc1ccc2c(c1)C(c1cccs1)=NNC(c1cccnc1)=N2	0	-0.4	4	.	0	3	-1	1	-8	-2.7
COc1ccc(C)cc1S(=O)(=O)N1CCCC(C(=O)N2CCN(c3ccccc3)CC2)C1 (stereo unspecified)	-8	-0.3	-2	-6	-4	3	-6	-3	-14	-0.1
CCOP(=O)(OCC)/C(C#N)=C/c1ccc([N+](=O)[O-])cc1	1	-2.6	13	-4	5	2	-1	0	-11	-1.1
FC(F)(F)c1ccccc1NC(=S)N1CCN(c2ncccn2)CC1	-2	1.1	.	-8	1	0	7	-2	-3	-1.1
COC(=O)c1c(NC(=O)CSc2nnc(-c3cccnc3)n2Cc2ccco2)sc(C)c1C	-3	-1.5	-7	.	-3	6	0	-1	1	-1.9
Cc1c(C(=O)N(C)CCn2ccnc2C)oc2c(F)cccc12	5	.	0	-2	-3	2	-1	-4	6	0.9
CCN=C(NCC)SC1CC(=O)N(c2ccc(F)cc2)C1=O (stereo unspecified)	-6	0.5	1	.	5	-2	-1	.	-2	0.8
COc1ccc(-c2cc(=O)oc3cc4occ(C)c4cc23)cc1	-27	-1.9	-1	0	-2	-6	0	0	-2	2.0
O=C(c1ccc(Cl)c(S(=O)(=O)N2CCCCCC2)c1)N1CCN(c2ccccc2O)CC1	-15	-2.0	-2	1	5	6	3	-3	7	0.9
CC(NS(=O)(=O)c1ccc2[nH]c(=O)c(=O)[nH]c2c1)C(=O)O (stereo unspecified)	-2	1.0	2	-10	3	0	1	1	1	1.5
Nc1ccc(Br)cc1C(NCC(=O)O)c1ccccc1 (stereo unspecified)	1	-0.3	-2	-2	.	-4	0	1	-3	-0.5
O=C(CCn1c(=O)oc2cc(Cl)ccc21)Nc1ccc(O)cc1	-5	-1.7	-1	13	3	16	0	-3	-12	-0.8
O=C(/C(=C/O)N=Nc1ccccc1)c1ccco1	-3	-0.7	-5	-15	1	1	3	-1	0	0.5
CCN1c2ccccc2-c2nc3ccccc3n2C1c1ccco1 (stereo unspecified)	-11	-0.7	0	.	-2	5	2	-2	-55	1.2
c1ccc2[nH]c(CSc3nc4ccccc4o3)nc2c1	-6	-2.7	.	17	-2	3	-4	-4	7	-1.0
Cc1ccc(C(C#N)c2ccc3c(C(F)(F)F)cc(C(F)(F)F)nc3n2)cc1 (stereo unspecified)	-5	-1.9	.	-20	-3	-6	-1	-3	-1	2.9
O=C(NCc1ccccc1)c1ccc(CS(=O)(=O)c2ccc(Br)cc2)o1	-8	-1.7	-3	1	-2	-3	-1	-2	9	0.6
Cc1cc(NC(=O)COc2nnc(-c3ccccc3)c3ccccc23)no1	-9	-2.8	0	-1	8	-14	5	-1	-20	-0.4
CCOc1nc(NCc2ccco2)nc(Nc2ccccc2F)n1	2	0.9	.	76	5	8	-2	-15	4	0.3
N#Cc1c(N)nc2c(c1-c1cccc(O)c1)CCCCCC2	-13	-2.6	.	5	-7	-10	-3	-1	6	-1.8
COc1ccc(N2C(=O)CC(N(Cc3ccco3)C(=O)CCC(=O)O)C2=O)cc1 (stereo unspecified)	4	-0.8	0	-9	6	12	-1	.	-3	-0.4
O=C(COc1ccc(Br)cc1)NNC(=O)c1ccc(-n2cncn2)c([N+](=O)[O-])c1	7	0.1	-3	-9	3	-12	7	.	0	-1.0
COc1ccc(C(CNC(=O)c2cc3c(s2)CCC(C)C3)N2CCCC2)cc1 (stereo unspecified)	4	-4.7	1	-16	3	-1	3	-6	-1	-3.7
CCOC(=O)CCC(=O)Nc1ccc([N+](=O)[O-])cc1C	3	-1.1	-8	4	.	0	-1	7	-2	0.5
CC(CNCC1CCCO1)COc1cccc2ccccc12 (stereo unspecified)	-6	0.4	.	-23	3	-7	2	-5	-10	-0.1
O=C(NCc1ccc2c(c1)OCO2)c1nc(Cn2cc(Br)cn2)no1	-6	-1.1	0	-6	-1	-5	-6	37*	7	0.9
CC(=O)Nc1cccc(NC(=O)CSc2nnc(NC(=O)c3ccco3)s2)c1	0	.	2	11	1	20	-1	-9	-5	-2.0
CNS(=O)(=O)c1cc(NC(=O)c2cccc3cccnc23)ccc1C	-71	-2.7	10	15	-7	3	6	-11	7	-2.9
O=C(NNC(=O)c1cc2ccccc2cc1O)NC1CCCCC1	7	1.1	-1	4	-6	2	1	.	9	0.3
N#Cc1cc2c(nc1SCC(O)CS(=O)(=O)Cc1ccc(Cl)cc1)CCCC2 (stereo unspecified)	-9	-4.1	.	8	-7	14	1	-3	.	0.0
CC(C)Cn1c(SCC(=O)N(C)c2c(N)n(Cc3ccccc3)c(=O)[nH]c2=O)nc2ccccc21	-10	-2.3	-2	-12	-7	3	-1	-3	-3	0.2
CCOC(=O)Cc1csc(NC(=O)C(NC(=O)C2CCCCC2)C(C)C)n1 (stereo unspecified)	-14	-2.2	0	1	0	0	-3	2	-3	-0.2
Cc1cc2n(n1)C(c1ccc(O)cc1)Nc1ccccc1-2 (stereo unspecified)	-27	0.1	.	.	3	-3	-1	-6	24	-0.3
O=C(NCc1cccnc1)Nc1ccc(Cl)cc1	-2	-0.8	4	24	0	3	-5	-5	-7	0.1
O=C(CCC(=O)N1CCSc2ccccc21)NCc1ccccc1	3	-0.5	2	-1	2	-12	-4	-1	4	1.4
CCOc1ccc(C(=O)c2cc3ccc(O)cc3oc2=O)cc1	4	0.3	-1	-9	1	-5	-3	.	-6	-2.2
COc1ccc(NC(=O)CN(C)CC(=O)Nc2cccc3ccccc23)c(OC)c1	-2	-0.5	-3	1	-7	-8	8	15	-1	-0.3
CC(/C=N/N1CCN(c2ccccc2)CC1)=C\c1ccccc1	1	-0.5	0	11	-5	3	2	.	3	-4.7
CNC(=O)NC(=O)CSc1ccc(S(=O)(=O)N(C)C2CCCCC2)cn1	-4	-1.7	2	-1	1	0	-1	-4	-7	-3.4
COc1ccc(NC(=O)N/C=C/c2ccc(Cl)cc2)cc1	-3	0.5	-16	6	-3	-5	-1	-3	-6	-1.6
COc1ccc(C(=O)Oc2ccc(-c3nnco3)cc2)cc1S(=O)(=O)N1CCOCC1	-22	-2.6	0	-3	6	1	8	0	1	1.9
CC(C)C(NC(=O)CC12CC3CC(CC(C3)C1)C2)C(=O)O (stereo unspecified)	1	-1.5	-3	-8	-2	-10	3	-1	.	-2.8
CC1CCCCN1C(=S)NC(=O)c1cccs1 (stereo unspecified)	2	-3.3	-1	-17	-5	2	-1	-7	-6	-0.5
CCN(C[C@H]1N[C@@](Cc2ccccc2)(C(=O)OC)[C@H]2C(=O)N(C)C(=O)[C@@H]12)C(=O)C1CCCCC1	-7	0.8	-1	0	-1	3	4	-4	13	3.2
Oc1ccc(/C=N/Nc2ccc(Cl)nn2)cc1O	-6	-1.2	8	47	-2	5	-1	1	.	0.7

Pulled by compound from the entries so far:
SMILES	dFosB act	CAL PDZ FP-1	Wnt bcat act	MITF TRPM1 HTS	RTF Ca sens act	Tat export inh	V-ATPase pHluor	CAL PDZ FP-2	Rtt109 Vps75	CDK5 inh
CC(/C=N/N1CCN(c2ccccc2)CC1)=C\c1ccccc1	1	-0.5	0	11	-5	3	2	.	3	-4.7
COc1ccc(C)cc1S(=O)(=O)N1CCCC(C(=O)N2CCN(c3ccccc3)CC2)C1 (stereo unspecified)	-8	-0.3	-2	-6	-4	3	-6	-3	-14	-0.1
O=C1CC(c2ccccc2)CN1C(=O)c1cccnc1 (stereo unspecified)	-7	-0.4	-1	-5	7	23	4	-4	-8	-8.1
CNC(=O)NC(=O)CSc1ccc(S(=O)(=O)N(C)C2CCCCC2)cn1	-4	-1.7	2	-1	1	0	-1	-4	-7	-3.4
C/C(=N\NC(=O)C1CC1)c1cccs1	-2	-0.1	-3	-4	-2	-1	3	-1	11	0.5
O=C(NNC(=O)c1cc2ccccc2cc1O)NC1CCCCC1	7	1.1	-1	4	-6	2	1	.	9	0.3
O=C(COc1ccc(Br)cc1)NNC(=O)c1ccc(-n2cncn2)c([N+](=O)[O-])c1	7	0.1	-3	-9	3	-12	7	.	0	-1.0

Compound profiles, from the list above:
Listed for O=C(NCc1ccc2c(c1)OCO2)c1nc(Cn2cc(Br)cn2)no1 → dFosB act: -6; CAL PDZ FP-1: -1.1; Wnt bcat act: 0; MITF TRPM1 HTS: -6; RTF Ca sens act: -1; Tat export inh: -5; V-ATPase pHluor: -6; CAL PDZ FP-2: 37*; Rtt109 Vps75: 7; CDK5 inh: 0.9
Listed for CCN1c2ccccc2-c2nc3ccccc3n2C1c1ccco1 (stereo unspecified) → dFosB act: -11; CAL PDZ FP-1: -0.7; Wnt bcat act: 0; MITF TRPM1 HTS: .; RTF Ca sens act: -2; Tat export inh: 5; V-ATPase pHluor: 2; CAL PDZ FP-2: -2; Rtt109 Vps75: -55; CDK5 inh: 1.2
